CFTR F508del cor – F508del CFTR correction, initial screen, CFBE line, single point; 0.36% of 350,000 active; CFBE cells, YFP halide quenching; stimulated with forskolin plus potentiator P3; % fluorescence drop versus neutral controls; activity (quench increase), % at 7.58 µM;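 active = mean added fluorescence quench of at least 8% versus neutral control, with both replicates also reaching 8%; inconclusive = only one of the mean or replicate conditions met; inactive = mean below 8% and not both replicates reaching 8%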;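 also: cells transiently co-express mutant CFTR-F508del with the halide-sensitive YFP; corrector assay measuring rescue of mutant channel to the surface after 24 h compound exposure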
CASP6 VEID inh – human caspase-6 inhibitors, primary screen, biochemical, VEID-R110 fluorescence, single point, set 2; P55212; purified caspase-6, Z-VEID-R110 cleavage fluorescence; inhibition, % at 12.5 µM; 0.53% of 350,000 active; AID 686996, 2013;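 active = mean inhibition across replicates at least about 35%, with every replicate also reaching that limit, limit read from the data; inconclusive = only one of the two criteria met; inactive = neither criterion met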;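 also: 0% = median of neutral control wells and 100% = no fluorescence left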
Target sequence (P55212 24-179 limits assumed): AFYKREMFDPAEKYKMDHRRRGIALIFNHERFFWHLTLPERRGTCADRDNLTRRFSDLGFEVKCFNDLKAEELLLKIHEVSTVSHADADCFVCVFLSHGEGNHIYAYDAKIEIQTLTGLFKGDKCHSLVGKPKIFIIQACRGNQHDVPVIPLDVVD
Target sequence (P55212 194-293 limits assumed): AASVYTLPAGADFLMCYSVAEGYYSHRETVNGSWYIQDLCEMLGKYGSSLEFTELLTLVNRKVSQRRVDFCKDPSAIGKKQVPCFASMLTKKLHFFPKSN
E-sel inducer – E-selectin induction in HUVECs, primary screen, imaging, HUVEC, immunofluorescence imaging, single point. normalized: neutral wells 0, TNF-alpha wells 100. activation, % at 7.58 µM. 0.37% of 260,000 active;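 active = mean E-selectin-positive cell signal at least 10% of the positive control, reached in at least 60% of replicates, without over 20% cell loss; inconclusive = no rule given, readout overlaps actives, possibly toxicity-flagged; inactive = the rest, including those meeting only one limit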;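 also: in these data hits start at about 27%; measured in HUVEC primary endothelial cells; signal is the percent of cells scored E-selectin positive by PE staining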
Target sequence (P16581 whole entry, looked up): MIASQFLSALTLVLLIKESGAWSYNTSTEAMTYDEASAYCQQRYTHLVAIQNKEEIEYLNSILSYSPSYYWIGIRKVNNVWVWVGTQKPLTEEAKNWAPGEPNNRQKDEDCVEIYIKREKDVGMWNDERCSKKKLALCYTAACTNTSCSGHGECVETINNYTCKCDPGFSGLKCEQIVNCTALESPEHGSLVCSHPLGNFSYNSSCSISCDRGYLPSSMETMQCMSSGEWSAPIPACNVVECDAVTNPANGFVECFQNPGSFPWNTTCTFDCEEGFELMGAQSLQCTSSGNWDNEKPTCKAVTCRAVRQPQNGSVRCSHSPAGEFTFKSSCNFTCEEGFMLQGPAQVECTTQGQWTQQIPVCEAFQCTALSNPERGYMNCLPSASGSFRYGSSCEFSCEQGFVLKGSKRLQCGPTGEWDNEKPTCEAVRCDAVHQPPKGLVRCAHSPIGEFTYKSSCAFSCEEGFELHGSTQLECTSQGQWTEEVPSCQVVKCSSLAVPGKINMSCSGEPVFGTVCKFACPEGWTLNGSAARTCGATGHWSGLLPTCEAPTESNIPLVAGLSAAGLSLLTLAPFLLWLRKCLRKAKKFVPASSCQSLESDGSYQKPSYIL
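Read-out basis: % PE-positive cells; Test system: HUVEC primary endothelial cells; Technique: immunofluorescence imaging; Dosing: single-point compound dose.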
RAD52 anneal inh – RAD52 DNA annealing inhibitors, primary screen, biochemical, FRET, single point, set 2. DNA repair protein RAD52 homolog (Homo sapiens), P43351. recombinant RAD52 DNA annealing, FRET fluorescence. inhibition, % at 18.7 µM. 0.46% of 360,000 active. AID 651710, 2012;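 active = every replicate showing at least 50% inhibition; inconclusive = mean inhibition at least 50% but not in every replicate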
DENV2 CPE – inhibitors of DENV2 cytopathic effect, primary screen, cell-based, plate reader, single concentration. 1.7% of 350,000 active. CPE inhibition, % at 9.99 µM. DENV2-infected cells, cytopathic effect rescue; in the data active = CPE inhibition above about 20%, passing the limit was not always enough; inconclusive = no clear call, values can overlap the other calls; tested in BHK-21 cells;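 also: 0% = median of neutral control wells and 100% = median of positive control wells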
RAD54 inh – inhibitors of human RAD54 branch migration, primary screen, biochemical, fluorescence, single point. DNA repair and recombination protein RAD54-like (Homo sapiens), Q92698. RAD54 Holliday junction branch migration, FAM/BHQ fluorescence. inhibition, % at 10.4 µM. 0.14% of 360,000 active;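 active = mean normalized replicate activity at least 40 and at least half of replicates scoring 40 or more; inconclusive = only one of the two criteria met; inactive = mean below 40 and under half of replicates reaching 40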;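 also: 0% = median of neutral control wells and 100% = median of positive control wells; inhibitors cause a drop in the FAM fluorescence signal; in these data hits start at about 50%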
Xi reactivation – activators of inactive X chromosome reactivation, primary screen, imaging, XiGFP fibroblasts, GFP high-content imaging, set 2; activation, % at 7.58 µM; AID 743238, 2013; XiGFP mouse fibroblasts, % GFP-positive cells imaging, 3 d; cells co-treated with 5-aza-dC sensitizer; scaled so ellipticine positive control = 100%; 0.055% of 360,000 active;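 active = mean normalized replicate activation at least 10% and every replicate at or above 10%; inconclusive = only one of the two criteria met; inactive = mean below 10% and not all replicates reach 10%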;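 also: 0% = median of on-plate neutral control wells and 100% = ellipticine 6 µM median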
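Material: XiGFP fibroblasts, SV40-immortalized; Buffer or medium: DMEM containing 5-aza-dC; Compound dosing: single point; Times: 3 days compound exposure.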
GSIS activator – GLuc luminescence reporter in INS-1E cells, primary screen for activators of glucose-dependent secretion of insulin; activation, % at 16.6 µM; AID 743287, 2014; 0.61% of 370,000 active; INS-1E GLuc reporter insulin secretion, 2-3 h;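 active = lowest replicate activation of at least 40%, so every replicate reaches that level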;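 also: 0% = median of neutral control wells and 100% = median of IBMX positive control wells; some compounds called inactive have numbers as strong as hits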
The depositor's hits bear a star; ? = inconclusive; / = no result given; & = joins results of further samples.

SMILES	CFTR F508del cor	CASP6 VEID inh	E-sel inducer	RAD52 anneal inh	DENV2 CPE	RAD54 inh	Xi reactivation	GSIS activator
Cc1ccccc1-c1ccc([C@@H]2[C@H]3CN(C(=O)c4ccncc4)CC(=O)N3[C@H]2CO)cc1	-0.2	-0.1	0.0	2.9	-2.8	/	0.0	-4.0
COCc1nc2oc3ccc(C)cc3c(=O)c2cc1C(=O)OC	-2.2	-3.2	0.0	-10.8	1.4	5.3	0.1	-6.7
COCC(=O)N1C[C@@H](C)[C@@H](OC)CN(C)C(=O)c2ccc(NC(=O)c3cc(C)on3)cc2OC[C@@H]1C	-0.5	-0.1	0.0	-11.6	5.4	-3.6	-0.1	7.4
O=C(Nc1cccc(Cl)c1)c1cccc(Oc2ccc([N+](=O)[O-])cc2Cl)c1	0.7	-4.2	/	-10.4	7.2	-2.9	0.1	-4.4
CN1C(=O)c2cc(NC(=O)C3CCOCC3)ccc2OC[C@H]2O[C@@H](CC(=O)NCC3CC3)CC[C@@H]21	0.7	1.4	0.0	3.6	-0.3	-3.2	0.0	-4.5
COc1ccccc1N1CCN(C(=S)NC(=O)/C=C/c2ccccc2)CC1	-2.2	-0.4	0.5	-38.6	-1.1	/	0.0	-23.8
COc1ccc(N2C(=O)/C(=C\c3ccco3)N=C2SCC(N)=O)cc1Cl	2.5	14.6	/	-17.8	/	-6.5	0.1	-19.2
CCOc1ccc(NC(=O)CN2C(=O)COc3ccccc32)cc1	0.4	-2.7	0.9	-3.0	-0.1	-9.1	0.0	-5.1
C[C@@H]1CN([C@H](C)CO)S(=O)(=O)c2ccc(-c3cccnc3)cc2O[C@@H]1CN(C)CC1CCOCC1	2.3	-2.0	-0.2	-0.6	0.7	6.3	0.4	-0.5
CN(c1ccccc1)S(=O)(=O)c1cccc(NC(=O)c2ccncc2)c1	0.1	-4.9	-4.8	-24.9	8.4	/	0.0	-38.2
CCOC(=O)[C@@H]1[C@H]2COc3ccc(Br)cc3[C@@H]2N2C(=O)N(c3ccc(Cl)cc3)C(=O)[C@]12C	-2.1	-1.4	-0.1	-9.1	5.9	-3.5	0.0	38.4
COc1ccc(C(=O)NC2CCCc3ccccc32)cc1S(=O)(=O)N1CCOCC1 (centres undefined)	-0.5	8.1	1.6	-1.4	-3.8	9.4	-0.1	-18.2
C[C@@H]1CN([C@H](C)CO)C(=O)c2cc(C3=CCCC3)cnc2O[C@@H]1CN(C)C(=O)Nc1cccc(F)c1	0.6	6.8	0.0	-6.9	0.8	-2.8	0.2	-17.5
COc1cc(C(=O)Nc2ccc(N3CCN(C(=O)c4ccc(C)cc4)CC3)cc2)cc(OC)c1OC	0.9	-6.0	0.0	-9.0	-5.5	-40.2	0.3	5.1
C[C@@H]1CN([C@H](C)CO)C(=O)c2cc(-c3ccccc3F)cnc2O[C@@H]1CN(C)C(=O)C1CCCCC1	-0.2	-3.5	0.1	19.2	-6.6	4.6	0.4	-3.3
O=S(=O)(N[C@H]1CC[C@@H](CCn2cc(-c3cccnc3)nn2)O[C@H]1CO)c1ccccc1	-2.9	0.2	-0.6	2.2	27.6*	-7.9	-0.1	3.0
C[C@@H]1CN([C@H](C)CO)C(=O)Cc2cc(NC(=O)Cc3cn(C)c4ccccc34)ccc2O[C@H]1CN(C)C(=O)NC1CCCCC1	1.1	3.0	/	-11.2	0.1	-4.6	0.2	26.0
COc1cccc(OC)c1CNC(=O)CCSCc1ccccc1F	-1.4	-0.2	-0.1	-22.9	/	/	-0.1	-2.9
C/C(=N\Nc1ccc(C(=O)O)cc1)c1ccc(-n2ccnc2)cc1	3.6	-3.7	-1.8	-7.2	-6.2	/	0.3	23.2
C[C@H](CO)N1C[C@H](C)[C@@H](CN(C)S(=O)(=O)c2ccccc2)Oc2ccc(NC(=O)c3ccncc3)cc2C1=O	-0.5&-2.6	0.2&-7.8	-7.2&0.1	-10.3&-3.6	6.4&-7.2	4.8&5.5	0.0&0.0	-4.8&-12.2
C[C@@H]1CN([C@@H](C)CO)C(=O)c2c(c3ccccc3n2C)-c2ccccc2CO[C@@H]1CN(C)S(C)(=O)=O	1.1	-3.2	-0.1	1.0	16.5	-3.6	-0.3	-11.4
COc1ccc(CCNc2nc3ccccc3n3cnnc23)cc1OC	0.7	-0.4	0.0	-6.5	5.6	-0.7	0.1	9.4
Clc1ccc(-c2csc(N3CCOCC3)n2)cc1	1.5	-0.4	/	-9.2	-2.8	/	0.0	-6.0
COC(=O)c1nc(NC(=O)c2ccccc2Br)n[nH]1	-1.2	-1.4	0.6	-9.4	-4.1	/	0.1	15.6
C[C@H](CO)N1C[C@H](C)[C@H](CN(C)Cc2ccc(Oc3ccccc3)cc2)Oc2ccc(NC(=O)Nc3cccc4ccccc34)cc2C1=O	0.5	2.6	/	-13.0	-3.9	-14.5	0.3	-2.4

The list goes on:
SMILES	CFTR F508del cor	CASP6 VEID inh	E-sel inducer	RAD52 anneal inh	DENV2 CPE	RAD54 inh	Xi reactivation	GSIS activator
O=C(C[C@@H]1C[C@H]2c3cc(NC(=O)c4ccc5c(c4)OCO5)ccc3O[C@H]2[C@@H](CO)O1)NCc1ccccn1	-2.2	-1.7	1.2	3.8	2.7	2.6	0.0	8.1
O=C(C1CCOCC1)N1[C@H](CO)[C@H]2c3ccccc3NC[C@H]21	-0.7	2.3	-0.2	6.4	-21.5	23.7	0.3	-1.6
C=CC[C@@H](CC(=O)N[C@H](CO)Cc1ccccc1)C(=O)N[C@@H](C)COC(=O)[C@@H](CC=C)CC(=O)OC(C)(C)C	3.0	-1.1	/	-14.1	?	6.6	0.0	-15.7
COc1ccc(OC)c(CN2C(=O)c3ccccc3C2C(=O)NCC2CCCO2)c1 (centres undefined)	1.0	-0.8	-0.2	-6.2	/	-8.8	-0.1	52.3*
CC(=O)N1CCC(C(=O)N2c3ccccc3N=C(c3ccc(C(F)(F)F)cc3)C2C(=O)NC(C)(C)C)CC1 (centres undefined)	2.8	2.4	0.3	-3.7	-10.5	/	-0.1	-3.6
CCCN(C)C[C@H]1Oc2cc(C#Cc3cccc(OC)c3)ccc2S(=O)(=O)N([C@H](C)CO)C[C@H]1C	-0.5	/	0.1	/	/	/	-0.9	-1.3
C[C@@H]1CN([C@@H](C)CO)C(=O)c2cccc(NC(=O)Nc3ccccc3)c2O[C@@H]1CN(C)S(=O)(=O)c1cn(C)cn1	-0.8	1.9	-0.1	4.1	11.4	-3.0	0.1	18.9
Cc1cccc(-c2ccc([C@H]3[C@@H](CO)N4CCCCN(C(=O)c5ccncc5)C[C@H]34)cc2)c1	-1.2	-0.3	-0.5	0.4	20.4*	-17.7	0.1	3.7
Cc1ccccc1C(=O)N1CCN(c2ccc(NC(=O)Cc3ccccc3)cc2)CC1	2.6	3.4	8.7	9.7	-5.9	0.5	0.0	-11.1
O=C1[C@H](Cc2ccccc2)NCC=CC[C@H](c2ccco2)N1Cc1ccccc1	1.4	-0.3	0.1	-56.6	-7.3	10.0	-0.3	-11.2
CCc1nnc(NC(=O)CSc2nnc(C3CC3)n2C)s1	-2.4	-5.0	-0.1	-7.6	9.1	-1.1	0.0	-0.6
CC(C)C(C)NC(=O)Cn1cnc2c(oc3ccccc32)c1=O (centres undefined)	0.9	0.1	0.3	0.0	0.8	0.1	0.0	5.0
Nc1cc(Oc2ccc(F)cc2F)cc([N+](=O)[O-])c1	-0.2	-4.3	/	-6.5	9.5	/	0.0	11.9
CCC1CCCCN1C(=O)c1ccc(OC2CCN(C(=O)COC)CC2)cc1 (centres undefined)	-1.8	-8.3	-0.2	-10.2	10.7	-2.5	-0.1	-2.3
COc1ccc(CN(C)C[C@H]2OCCCC[C@H](C)Oc3ccc(NC(=O)Nc4ccc(OC)cc4)cc3C(=O)N([C@H](C)CO)C[C@H]2C)cc1	0.8	-1.5	-0.3	32.3	2.1	0.6	0.0	-31.8
COc1cccc(-c2cnc3c(c2)C(=O)N([C@@H](C)CO)C[C@@H](C)[C@@H](CN(C)Cc2ccccc2)O3)c1	0.3	-4.6	-0.4	10.3	?	-6.4	-1.1	-9.0
Cc1cccc2nc(-c3cccc(NC(=O)Cc4ccccc4)c3)cn12	3.2	-0.5	/	-73.6	11.4	4.1	0.0	-4.8
CCN(CC)C(=O)CSc1nc(N)c(C(=O)Nc2ccc(OC)cc2)s1	/	-1.8	0.0	-11.8	-4.8	-0.9	-0.2	17.9
CCOC(=O)c1cnc(-n2[nH]c(C)cc2=O)[nH]c1=O	-1.9	22.1	/	-26.8	7.0	/	0.1	0.5
COc1ccc(S(=O)(=O)N(C)C[C@H]2Oc3c(NC(=O)C4CCOCC4)cccc3C(=O)N([C@H](C)CO)C[C@H]2C)cc1	-1.9	-1.3	0.0	-17.9	7.0	4.4	-0.6	5.6
CCC(C)c1ccccc1N1CC(C(=O)N2CCN(C(=O)c3ccco3)CC2)CC1=O (centres undefined)	-1.0	1.5	0.4	2.7	/	7.9	0.0	-14.0
NS(=O)(=O)c1ccc(O)c(NC(=O)c2ccc([N+](=O)[O-])o2)c1	2.2	6.1	/	-6.6	-6.2	-1.0	-0.1	-7.8
O=C(CC(F)(F)F)N1C[C@H]2[C@@H](c3ccccc31)[C@H](CO)N2C(=O)Cc1cccnc1	1.2	2.0	-0.3	-37.6	3.2	3.4	0.0	-8.9
C[C@H](CO)N1C[C@H](C)[C@@H](CN(C)Cc2ccc(C(F)(F)F)cc2)OCCCC[C@H](C)Oc2ccc(NC(=O)NC3CCCCC3)cc2C1=O	-1.2	-1.6	-0.1	8.0	4.1	-2.0	0.1	-8.9
C[C@@H]1CN([C@@H](C)CO)C(=O)c2cc(NS(=O)(=O)c3ccc(Cl)cc3)ccc2O[C@H]1CN(C)CC1CCCCC1	1.0	3.5	0.3	15.9	2.1	-6.5	-1.2	-8.1

(continued)
SMILES	CFTR F508del cor	CASP6 VEID inh	E-sel inducer	RAD52 anneal inh	DENV2 CPE	RAD54 inh	Xi reactivation	GSIS activator
CCCNC(=O)N(C)C[C@@H]1Oc2ncc(C#C[C@@H](C)O)cc2C(=O)N([C@H](C)CO)C[C@@H]1C	-0.3	-2.8	-0.3	-5.7	4.9	0.4	0.1	26.2
Cc1ccc(-c2nc3c(c(SCC(=O)N4CCOCC4)n2)COC(C)(C)C3)cc1	2.2	-6.9	/	-0.8	-11.3	5.0	0.1	31.1
O=C1CCC(C(=O)N2CCCC2)CN1Cc1cccc(C(F)(F)F)c1 (centres undefined)	3.3	1.1	0.5	-6.2	-8.6	-0.8	-0.2	11.9
C[C@H]1CCCCO[C@H](CN(C)C(=O)c2ccncc2)[C@@H](C)CN([C@@H](C)CO)C(=O)c2cc(NS(=O)(=O)c3ccccc3)ccc2O1	0.7	-0.5	-0.1	2.0	-2.9	1.6	-0.9	-1.6
O=C(C[C@H]1CC[C@@H]2[C@H](COC[C@H](O)CN2Cc2ccncc2)O1)NCc1ccccc1Cl	-1.4	-1.1	-0.1	5.8	3.5	6.9	0.3	6.5
OCCC#Cc1ccc(CN2CCN(C3CCCCC3)C(CCO)C2)cc1 (centres undefined)	1.5	-4.4	/	2.3	9.5	/	0.0	2.1

Screening data as filed in PubChem BioAssay.
